Source: PubChem BioAssay (several laboratories)
NPR1 activator: GC-A (human) enzyme activation | actives 0.14% (n = 370,000) | HEK293 GC-A cells, cGMP TR-FRET, EC30 ANP; 0% at EC30 ANP, 100% saturating ANP | P16066 | AID 1671463 | activation, % at 10 µM; in the data active = activation above about 40%
hgDAF-12 ag: hgDAF-12 agonism, primary luciferase screen | HEK293 GAL4-hgDAF12 UAS-luciferase reporter, agonist luminescence; normalized to butyrate control | activation, % at 6.8 µM | actives 1.8% (n = 370,000) | AID 687014;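 active = activation above a cutoff set at the mean of all screened compounds plus 3 SD, cut at about 10% in these data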;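 note: 0% = DMSO wells and 100% = sodium butyrate wells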
ssDAF-12 act: S. stercoralis DAF-12 activation, primary screen. actives 1% (n = 370,000). HEK293 ssDAF-12/GRIP1 lit1-tk-luc reporter, luminescence; % of 3 µM dafachronic acid response. activation, % at 6.8 µM;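 active = activation above the mean over all tested compounds plus 3 SD, cut at about 0.9% in these data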;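 note: 0% = DMSO-only wells and 100% = 3 µM delta7-dafachronic acid wells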
DAX1 inh-1: inhibitors of human orphan nuclear receptor DAX1 (NR0B1); AID 504766; actives 0.99% (n = 340,000); inhibition, % at 6.75 µM; HEK293 Gal4-DAX1 luciferase reporter, luminescence;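 active = inhibition above the mean over all tested compounds plus 3 SD, cut at about 4.2% in these data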;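 note: 0% = DAX1-transfected cells with DMSO and 100% = empty-vector control cells with DMSO; inhibition shows as a rise in luminescence from relieved DAX1 repression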
Target sequence (P51843 207-470 limits assumed): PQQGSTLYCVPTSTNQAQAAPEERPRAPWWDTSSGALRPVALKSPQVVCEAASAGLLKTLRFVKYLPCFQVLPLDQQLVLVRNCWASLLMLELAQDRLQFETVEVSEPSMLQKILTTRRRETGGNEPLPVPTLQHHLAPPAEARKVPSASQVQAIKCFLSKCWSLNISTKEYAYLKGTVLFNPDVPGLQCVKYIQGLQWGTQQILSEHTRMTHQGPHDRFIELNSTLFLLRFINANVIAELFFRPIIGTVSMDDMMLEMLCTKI
SMARCA2 activ: activators of SMARCA2 function. actives 1% (n = 370,000). activation, % at 9.1 µM. MG213 cells, MMTV-luciferase reporter, dexamethasone, overnight; in the data active = activation above about 7.8%;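 note: 0% = vehicle wells and 100% = reference activator wells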
PG9 binder: PG9 antibody binding by small molecule | actives 0.43% (n = 360,000) | inhibition, % at 6.7 µM | AID 624416 | TR-FRET gp120-PG9 antibody binding; in the data active = inhibition above about 8.5%
FXN GAA850 act: activators of GAA850 frataxin (FXN) promoter; HEK293 lucGAA850 FXN promoter luciferase reporter, 24 h; percent of 10 µM SAHA response; activation, % at 6 µM; actives 0.56% (n = 360,000); AID 540364;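 active = activation above the average of all compounds screened plus 3 SD, cutoff fixed separately per campaign, cut at about 7.5% in these data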;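 note: 0% = DMSO wells and 100% = 10 µM SAHA wells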
ADAM17 inh: ADAM17 inhibition, QFRET primary screen; P78536; recombinant ADAM17, EDANS/DABCYL FRET peptide cleavage; inhibition, % at 6.95 µM; actives 0.83% (n = 370,000);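 active = inhibition above the mean of compounds lying between control limits plus 3 SD, set per campaign, cut at about 8.5% in these data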;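 note: 0% = DMSO-only wells as the low control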
DAX1 inh-2: inhibitors of DAX1 repression of SF-1 activated StAR promoter. HEK293T StAR-luciferase reporter, SF-1/DAX-1 repression relief. inhibition, % at 6.8 µM. actives 1.1% (n = 370,000). AID 652010;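 active = inhibition above the mean over all tested compounds plus 3 SD, cut at about 3.6% in these data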;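 note: 0% = DAX-1 cells with DMSO and 100% = cells lacking DAX-1 with DMSO; higher inhibition means more luminescence from relief of DAX-1 repression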
ADAM10 inh: inhibits human ADAM10; actives 0.62% (n = 370,000); recombinant ADAM10, EDANS/DABCYL FRET peptide cleavage, 3 h; inhibition, % at 7 µM; AID 720582; O14672;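 active = inhibition above a per-campaign cutoff equal to the mean of compounds falling between control-based bounds plus 3 SD, cut at about 20% in these data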;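 note: 0% = DMSO wells while the 100% control is not disclosed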
Target sequence (O14672 214-748 limits assumed): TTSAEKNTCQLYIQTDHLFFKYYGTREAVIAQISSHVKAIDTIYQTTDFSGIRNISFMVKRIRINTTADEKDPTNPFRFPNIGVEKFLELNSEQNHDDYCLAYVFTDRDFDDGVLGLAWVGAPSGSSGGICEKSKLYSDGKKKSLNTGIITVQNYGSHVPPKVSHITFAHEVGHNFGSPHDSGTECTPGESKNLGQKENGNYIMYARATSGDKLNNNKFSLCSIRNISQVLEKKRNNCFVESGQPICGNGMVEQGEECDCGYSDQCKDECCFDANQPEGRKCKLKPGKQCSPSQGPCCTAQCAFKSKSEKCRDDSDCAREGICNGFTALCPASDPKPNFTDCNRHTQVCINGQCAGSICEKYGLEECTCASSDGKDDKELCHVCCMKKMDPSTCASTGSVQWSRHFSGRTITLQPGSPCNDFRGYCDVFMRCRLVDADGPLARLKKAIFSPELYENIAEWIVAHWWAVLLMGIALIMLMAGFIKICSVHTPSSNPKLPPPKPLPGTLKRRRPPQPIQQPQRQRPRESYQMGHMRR
hcDAF-12 act: activates DAF-12 receptor from parasite H. contortus; HEK293 hcDAF-12 lit1-tk-luc reporter, luminescence; 0% DMSO, 100% Δ7-dafachronic acid; activation, % at 6.8 µM; actives 1.4% (n = 370,000); AID 652067;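 active = activation above the mean of all tested compounds plus 3 SD, cut at about 5.5% in these data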;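 note: 100% = response to 3 µM Δ7-dafachronic acid high control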
The depositor's hits bear a star; . = not tested or not shown.

canonical_smiles	NPR1 activator	hgDAF-12 ag	ssDAF-12 act	DAX1 inh-1	SMARCA2 activ	PG9 binder	FXN GAA850 act	ADAM17 inh	DAX1 inh-2	ADAM10 inh	hcDAF-12 act
CCC(Oc1cccc(Cl)c1)C(=O)N1CCCN(C)CC1 (stereo not given)	-1	1.8	-1.2	0.2	-1	-0.5	1.1	3	1.2	1	-1.1
O=C(CC1S/C(=N/N=C2CCCCCC2)NC1=O)Nc1ccc(Br)cc1F (stereo not given)	-2	-0.7	-0.9	0.3	-1	-0.3	2.5	0	-0.4	1	-0.7
C/C(=N\NC(=O)C1(C)CC1(Br)Br)c1ccc(NC(=O)c2ccc(C)o2)cc1 (stereo not given)	2	8.9	-0.1	1.7	6	-2.5	4.2	-1	2.7	-1	1.7
CCCCc1c(O)nc(SCC(=O)c2ccccc2)n(-c2ccccc2)c1=O	-3	0.5	-1.4	1.8	-1	-1.2	1.0	0	0.0	1	1.7
CC1CCCC(C)N1/N=C/c1cc(Br)c(O)c(Br)c1 (stereo not given)	-1	-0.3	-1.5	.	-3	-2.5	.	-1	0.2	-5	0.8
O=c1c2cn[nH]c2nc(SCc2ccccc2F)n1-c1ccc(Br)cc1	7	-4.7	-1.7	2.8	0	0.2	4.2	5	-0.7	7	-1.2
C/C(=C\C(=O)c1ccc(C)o1)Nc1ccc2c(c1)OCO2	2	6.8	-1.2	-0.3	1	-0.7	0.4	-8	0.1	-10	0.1
CCOC(=O)/C(=C\c1ccc([N+](=O)[O-])cc1)C(=O)c1cc(C(C)=O)c(Nc2ccccc2)s1	-20	-3.6	-1.6	-0.9	0	-0.1	-0.9	-1	-0.2	-4	-1.0
Cc1ccc(CN2C(=O)N/C(=C\c3ccc(-c4ccc(C(=O)O)cc4C)o3)C2=O)cc1	4	0.4	-1.3	-1.4	-3	-1.3	0.9	-3	0.1	-6	0.5
CCNC(=O)C1(C)CCN(C(=O)c2cc(F)ccc2C)C1 (stereo not given)	3	1.4	-1.1	.	1	-1.4	0.0	3	-0.1	1	-1.4
CC(=O)c1nn(-c2cccc(Br)c2)cc1C(=O)c1ccc(Br)cc1	1	-0.1	-1.0	-1.2	-1	-0.7	-1.2	2	0.4	3	-1.0
C=CCN1C(=O)CSc2ccc(C(=O)NCCC3=CCCCC3)cc21	0	1.8	-2.0	-1.1	0	0.1	-0.9	0	-1.1	2	-2.3
O=C(COC(=O)CCc1ccccc1)NC(c1ccccc1)c1ccccc1	2	-1.5	-0.5	0.3	-2	2.6	0.6	7	0.1	7	-1.3
CC(C)(C)NC(=O)C(c1ccncc1)N(C(=O)Cn1nnc(-c2ccc(F)cc2)n1)c1cccc(F)c1 (stereo not given)	-14	-0.5	-1.6	-0.6	-2	-0.9	-1.1	-3	-0.2	2	-1.4
CCc1noc(C)c1C(=O)OCC(=O)NCc1ccc(Cl)cc1	-10	-0.6	-1.6	0.4	-5	1.3	0.9	-4	1.0	-4	0.6
c1cn2cc(CN3CCOCC3)nc2s1	3	-0.4	0.5	-0.5	1	-1.4	0.4	-3	-0.1	1	1.9
Cc1ccc(C(=O)N/C(=C/c2ccco2)C(=O)NCCCn2ccnc2)cc1	-1	-4.2	-1.3	2.1	1	-1.7	1.7	-1	-0.5	-4	-1.0
Cc1ccc(N/C=C/C(=O)c2ccc(C)cc2)cc1	3	13*	-0.2	3.0	7	0.7	6.1	0	2.9	7	1.9
COCC(C)n1c(SCC(=O)c2cc(C)n(C)c2C)nc2ccccc2c1=O (stereo not given)	-3	-2.1	-2.6	-1.4	7	-0.5	1.9	-1	-1.8	1	-3.0
CS(=O)(=O)N(CC(=O)Nc1c(F)cccc1F)c1cccc([N+](=O)[O-])c1	2	-0.6	-1.2	-0.2	0	0.8	-1.4	-8	0.5	-9	-1.7
Cc1cccc([C@@H]2[C@@H]3C(=O)N(Cc4ccccc4)C(=O)[C@@H]3[C@]3(CC(C)C)C(=O)N(c4cccc(F)c4)C(=O)N23)c1	-15	1.9	-1.5	-0.1	0	-1.3	-1.9	7	-0.3	17	-0.7
Fc1cccc(Cl)c1CSc1nnc(-c2ccncc2)o1	10	7.6	-0.4	1.7	0	-0.3	6.0	-10	1.7	4	4.9
CCCSc1nnc2[nH]c(=O)cc(N)n12	0	2.5	-0.7	0.6	-1	1.2	-0.6	-5	1.6	7	-0.5
CC(=O)N1CCN(Cc2cc(=O)oc3ccccc23)CC1	-3	6.5	-0.8	.	0	0.3	.	0	1.6	-6	0.8
CCOc1cc(/C=C2/NC(=O)N(Cc3ccccc3F)C2=O)ccc1O	7	-2.8	-1.5	0.0	0	-3.6	-1.3	-1	-0.4	-5	-1.6
COc1ccccc1N1C(=O)CC(N2CCN(c3ccc(Cl)cc3)CC2)C1=O (stereo not given)	2	-2.0	-1.1	-0.1	0	-0.4	0.1	-4	-0.2	-5	-0.7
O=C1OC(Cc2ccccc2)(c2ccccc2)c2ccccc21 (stereo not given)	-6	1.4	-0.7	1.3	-4	-1.6	0.1	11*	-0.6	18	-1.9
Cc1[nH]nc2c1[C@@H](c1ccccc1[N+](=O)[O-])C(C#N)=C(N)O2	3	-1.9	-1.0	2.0	4	0.5	0.7	-35	-0.2	-80	2.9
COc1ccc(CCNc2oc(Cc3ccccc3)nc2C#N)cc1OC	12	-4.1	-1.7	-1.5	0	0.5	1.8	-1	-1.0	2	-3.5
OC[C@@H]1CN(Cc2cccs2)C[C@H](n2cnc3c(NC4CCCC4)ncnc32)O1	-3	-1.1	-0.5	.	-3	-0.8	-0.3	-1	0.1	-1	-1.1
CCS(=O)(=O)c1ccc2oc(SCC(=O)NC(C)C3CC4CCC3C4)nc2c1 (stereo not given)	0	-3.0	-1.6	-0.8	-1	-0.9	2.7	3	-1.2	5	-2.3
Cn1nc2c3ccccc3n(Cc3ccccc3)c2nc1=S	10	3.9	-1.6	1.9	9.1*	0.7	2.6	-5	0.3	4	1.2
COc1ccc(N2CCN(C(=O)c3ccc(C)cc3)CC2)c([N+](=O)[O-])c1	-1	-0.6	-1.0	-0.8	-4	-1.6	2.6	-3	-0.2	-11	0.7
CCn1c(O)c(N=NC(=O)CNC(=O)Cc2ccccc2)c2ccccc21	-4	-1.8	-0.7	-0.1	-6	-5.6	-0.6	-1	-1.8	7	-0.9
CC/C(=N\NC(=O)c1ccc(N2CCCC2=O)cc1)c1ccccc1	2	1.2	-0.8	-0.3	-2	-1.1	-0.6	2	-0.3	0	-1.1
Nc1nc(-c2ccc(NC(=O)c3ccco3)cc2)cs1	-4	1.7	-1.1	-1.6	3	1.1	-0.8	-1	0.0	-1	1.1
N/C(=N\OCC(=O)Nc1ccccc1)c1nonc1N	2	1.8	-0.4	0.0	6	-3.6	3.6	-2	0.2	3	2.5
CCc1ccc(S(=O)(=O)Nc2c(C)n(C)n(-c3ccccc3)c2=O)cc1	5	-2.7	-1.1	-0.6	0	-2.4	-0.8	-1	-0.2	6	-0.9
Cc1ccc(C)c2sc(N)nc12	2	-1.1	-1.5	-0.2	3	-2.9	3.4	-1	-0.1	-2	-0.8
CN(C)CCCNCCCNC(=O)c1ccccn1	0	-1.0	-1.1	-0.7	0	0.1	0.7	-1	0.2	-3	-1.4
COc1ccc(OC)c2c1sc(=NC(=O)C1COc3ccccc3O1)n2C (stereo not given)	1	0.9	-1.6	1.4	3	-0.8	1.5	-2	0.5	-3	-0.8
CCCSc1nc2sc3c(c2c(=O)n1CC)CC(C)(C)OC3	1	0.6	-1.7	-1.9	1	1.6	0.7	-10	-0.8	-21	0.4
O=C1c2cccc3cccc(c23)C(=O)N1c1nccs1	0	-0.6	-1.2	-0.1	2	-0.6	0.9	-3	-1.3	-4	-2.8
Oc1[nH]c2ccccc2c1N=Nc1nc(Nc2ccccc2)nc(N2CCOCC2)n1	8	-1.8	-1.6	0.4	-2	-2.8	0.1	-1	0.0	3	-1.5
CCOC(=O)c1ccc(N=c2sc(C(=O)OC)cc(=O)n2-c2ccc(C(=O)OCC)cc2)cc1	5	-0.6	-0.7	1.4	-3	0.1	3.9	0	0.2	-9	-2.6
O=C(CCC(=O)OCC(=O)c1cccc([N+](=O)[O-])c1)NC1CCCCC1	-1	-2.1	-1.5	0.7	-2	-0.4	0.5	-5	0.5	-5	-0.4
CCOC(=O)N1CCN(C(=O)c2cc(OC)cc(OC)c2)CC1	-2	-0.1	-1.1	1.2	-3	1.7	0.2	-3	1.5	-1	-2.3
COC(=O)c1c(-c2ccccc2OC)sc2ccc(OC)cc12	-2	0.0	-1.2	0.0	0	-1.4	0.6	-2	-0.1	-4	-0.5
O=C(CCN1CCN(CCO)CC1)Nc1ccc(Br)cc1	1	0.1	-1.4	2.7	-1	1.1	2.4	1	-0.6	5	-0.5
CC(C)CC1(C(=O)NCCN2CCOCC2)C=CCN1C(=O)c1ccccc1 (stereo not given)	1	-2.0	-0.8	-0.1	3	-0.8	3.3	-1	0.1	-1	3.6
C=CCSc1nc2sc(-c3ccccc3)cc2c(=O)n1N	2	-0.6	-1.1	-0.2	1	0.0	-1.1	1	-0.5	10	-1.8
CN(C(=O)c1cccc(NC(=O)Cc2ccc(NC(=O)C3CCN(S(=O)(=O)c4cccc([N+](=O)[O-])c4)CC3)cc2)c1)C1CC1	1	-1.6	-1.4	-0.9	-2	-1.7	-0.8	2	-1.1	-3	-2.1
CN(C)S(=O)(=O)c1cccc(C(=O)N2CCN(S(=O)(=O)c3ccc4c(c3)OCCO4)CC2)c1	-2	0.7	-1.0	1.0	1	-0.5	2.3	-2	-0.9	1	-1.6
Cc1c(NC(=O)Nc2cccc([N+](=O)[O-])c2)c(=O)n(-c2ccccc2)n1C	-1	6.8	-1.7	0.5	3	-1.5	-0.3	-1	-3.5	-13	-1.8
CS(=O)(=O)Nc1ccc(C(=O)NCc2ccco2)cc1	-2	1.1	-1.0	0.6	6	-2.1	-0.8	-3	0.1	-2	0.5
CC(NC(=O)c1ccc2c(=O)n3c(nc2c1)CCCCC3)c1ccccc1 (stereo not given)	3	0.1	-0.9	0.4	-2	-1.0	-0.2	1	0.8	-5	0.2
N#CCCN(Cc1cccnc1)C(=S)NC(=O)c1ccccc1	-1	1.4	-1.0	4.6*	0	0.7	-0.2	0	-1.2	-1	2.2
O=C(Cc1cccs1)N1CCN=C1SCc1ccccc1Cl	3	2.3	-2.2	-0.1	-2	-0.3	1.2	-5	0.8	-2	-0.6
CCOC(=O)CN1C(=O)[C@]2(OCCC=C[C@H]2C)c2c(Br)cccc21	5	2.6	-1.6	.	-1	1.7	.	-3	0.7	2	-0.5
